Assay outcomes as filed in PubChem.
Vif-A3G inh = qHTS for Inhibitors of Vif-A3G Interactions: qHTS. DNA dC->dU-editing enzyme APOBEC-3G (Homo sapiens), Q9HC16. HeLa A3G-eYFP + Vif (tagged APOBEC3G with the HIV-1 protein that degrades it), YFP fluorescence, overnight. Potency, µM (top dose mostly 46.1 µM), without a hit: at the highest dose activity, negative = active, actives largely listed as inhibitors. 410,000 compounds, 0.076% hits. AID 602310, 2012;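 also: potency is read from the fitted curve at half-maximal effect; % is scaled to controls: 0 for no effect and ±100 for the full control effect; nearly all actives have a fitted effect of over 60% in size; hits raise eYFP signal because A3G escapes Vif-driven loss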
Target sequence (Q9HC16 whole entry, looked up): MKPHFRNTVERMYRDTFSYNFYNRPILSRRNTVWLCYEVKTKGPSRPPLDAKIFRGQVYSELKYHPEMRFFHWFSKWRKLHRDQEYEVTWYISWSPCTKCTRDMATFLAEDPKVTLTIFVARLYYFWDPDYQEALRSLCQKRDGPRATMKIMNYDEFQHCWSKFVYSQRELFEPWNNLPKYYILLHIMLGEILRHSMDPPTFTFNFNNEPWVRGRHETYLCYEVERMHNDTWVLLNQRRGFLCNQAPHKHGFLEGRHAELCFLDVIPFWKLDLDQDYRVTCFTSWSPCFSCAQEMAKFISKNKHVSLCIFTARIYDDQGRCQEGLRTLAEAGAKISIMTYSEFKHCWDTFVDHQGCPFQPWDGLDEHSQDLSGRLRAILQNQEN
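HeLa cells stably expressing Vif and C-terminally eYFP-tagged A3G, seeded overnight at 37 deg C, then exposed to compound by pintool overnight at 37 deg C. Rise in yellow fluorescence (Ex 488/Em 500-530, Acumen) marks blocked Vif-driven A3G degradation.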
D2 antag = HTS Assay for Allosteric Antagonists of the Human D2 Dopamine Receptor: Primary Screen for Antagonists; D(2) dopamine receptor (Homo sapiens), P14416; 340,000 compounds, 2% hits; inhibition, % at 10 µM; HEK293 TREx D2 cells, calcium flux, dopamine EC80; AID 485344, 2010; in the data active = inhibition above about 30%; also: 0% is about no effect
Target sequence (P14416 whole entry, looked up): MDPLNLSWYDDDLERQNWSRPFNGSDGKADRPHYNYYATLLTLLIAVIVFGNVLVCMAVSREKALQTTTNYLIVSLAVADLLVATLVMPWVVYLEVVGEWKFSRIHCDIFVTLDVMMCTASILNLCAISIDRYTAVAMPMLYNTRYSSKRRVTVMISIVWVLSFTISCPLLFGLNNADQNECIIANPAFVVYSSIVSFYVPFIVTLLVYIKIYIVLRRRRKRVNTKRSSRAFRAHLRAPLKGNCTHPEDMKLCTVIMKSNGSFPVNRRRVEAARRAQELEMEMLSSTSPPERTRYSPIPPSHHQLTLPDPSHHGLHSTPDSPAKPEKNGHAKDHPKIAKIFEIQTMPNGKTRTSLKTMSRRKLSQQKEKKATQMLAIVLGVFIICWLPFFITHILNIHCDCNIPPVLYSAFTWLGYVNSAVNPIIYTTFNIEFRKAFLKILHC
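Inhibition of EC80 dopamine-driven calcium flux, recorded kinetically, defines activity here; cells are a tetracycline-induced HEK293 T-REx line expressing force-coupled D2.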
D2 agonist = HTS Assay for Allosteric Agonists of the Human D2 Dopamine Receptor: Primary Screen for Agonists; activation, % at 2 µM; HEK293 T-REx D2 cells, calcium flux agonist mode; 340,000 compounds, 0.53% hits;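 active = activation over 3 SD above normal in the single-dose calcium agonist read, cut at about 30% in these data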; also: 0% is about no effect
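HEK293 Trex D2 cells, tetracycline-induced, o/n 30 C 5% CO2; no-wash Ca dye, RT 30–90 min; 10-cycle baseline, 23 nl cpd added, kinetic Ca read 180 s; agonist hits = positive Ca response.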
ALOX12 inh = Primary qHTS assay for inhibitors of human arachidonate 12S-lipoxygenase (ALOX12): Round 2; Polyunsaturated fatty acid lipoxygenase ALOX12 (Homo sapiens), P18054; purified 12hLO, xylenol orange hydroperoxide absorbance; Potency, µM (highest dose often 108 µM), for inactives: at the highest dose activity change, negative = inhibition, usual class: inhibitors; 580,000 compounds, 1.1% hits; also: potency is read from the fitted curve at half-maximal effect; % is scaled to controls: 0 for no effect and ±100 for the full control effect
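Hydroperoxide product was detected by ferrous iron/xylenol orange as the 573 to 405 nm absorbance ratio. Arachidonic acid at 40 uM (final) was turned over for 30 min at room temperature by 150 nM human 12hLO, pH 7.0 Hepes buffer, after 15 min compound preincubation.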
RGS4 inhibitor = Inhibitors of Regulator of G Protein Signaling (RGS) 4: qHTS. Regulator of G-protein signaling 4 (Homo sapiens), P49798. Transcreener GDP fluorescence polarization, RGS4-accelerated GTP hydrolysis. Potency, µM (highest dose often 114 µM), for the others: top-dose activity change, negative = inhibition, usual class: inhibitors. 390,000 compounds, 0.039% hits; also: potency is read from the fitted curve at half-maximal effect; % is scaled to controls: 0 for no effect and ±100 for the full control effect; nearly all actives have a fitted effect of over 75% in size; some results filed as inactive show a strong effect at the top dose
Target sequence (P49798 whole entry, looked up): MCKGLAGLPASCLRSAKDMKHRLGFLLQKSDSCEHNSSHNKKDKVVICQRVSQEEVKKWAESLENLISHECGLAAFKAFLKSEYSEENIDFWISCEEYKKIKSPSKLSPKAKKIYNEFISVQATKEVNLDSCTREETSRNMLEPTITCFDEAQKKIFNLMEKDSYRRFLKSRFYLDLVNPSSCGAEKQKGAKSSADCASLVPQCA
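MLSMR compounds (23 nl, pin-transferred) preincubated 10 min at room temperature with a 500nM (2x) first reagent, then RGS4 at 900nM (2x) plus Transcreener GDP mix added; fluorescence polarization (620/688 nm) read before and after 90 min at 30 °C.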
Vif-APOBEC3F blk = qHTS for Inhibitors of Vif-A3F Interactions: qHTS; HeLa A3F-eYFP + Vif (tagged APOBEC3F with the HIV-1 protein that degrades it), YFP fluorescence increase; Potency, µM (top dose mostly 46.1 µM), inactives show at the top dose activity, negative = active; 390,000 compounds, 0.2% hits; AID 602313, 2012; also: potency is read from the fitted curve at half-maximal effect; % of control where 0% means no effect; nearly all actives have a fitted effect of over 65% in size
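HeLa cells stably expressing A3F-eYFP plus Vif, plated and incubated overnight at 37 deg C, then exposed to compounds overnight at 37 deg C. Blocked degradation read as raised yellow fluorescence (Ex 488/Em 500-530).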
ERG Ets-DNA blk = qHTS for Small Molecule Inhibitors of the ERG Ets/DNA interaction. Transcriptional regulator ERG (Homo sapiens), P11308. fluorescence polarization, His-ERG Ets domain / labelled DNA. Potency, µM (highest dose often 76.9 µM), without a hit: at the highest dose FP activity, negative = inhibition, usual class: inhibitors. 370,000 compounds, 0.028% hits. AID 624246, 2012; active = well fitted inhibition curve with a large enough effect in the polarisation, with a control signal flat; inconclusive = small, poorly fitted or top-dose-only effect, or effect the other way, or a change in a side signal; inactive = no such curve, though single readings can be large or run the other way; the % refers to the polarisation;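 also: polarization taken with two DNA probes labelled with fluorescein and Texas red; potency is read from the fitted curve at half-maximal effect; % of control where 0% means no effect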
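His-tagged ERG Ets domain (1 uM in the protein solution; 300mM KCl, 50mM Tris-HCl, 1mM EDTA, 1mM DTT, pH 7.5) received compound, then a probe mix of 5 nM fluorescein-DNA and 100nM Texas-615-DNA. Fluorescence polarization was read for both dyes.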
Glioma ERSR ind = qHTS for Inducers of the Endoplasmic Reticulum Stress Response (ERSR) in Human Glioma: qHTS. U87-MG GRP78 promoter luciferase reporter, 16 h. Potency, µM, for inactives: at the top dose activation, hits mostly activators. 420,000 compounds, 0.02% hits. AID 602332, 2012; also: potency is read from the fitted curve at half-maximal effect; series mostly up to about 76 µM; % of control where 0% means no effect; nearly all actives have a fitted effect of over 35% in size
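ERSR induction read as luciferase luminescence (Bright-Glo, 10 min at room temperature) in stably transfected human U87-MG glioma cells exposed to compounds for 16 h, using GRP78 as sensor.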
LDHA block = qHTS assay for inhibitors of human lactate dehydrogenase | L-lactate dehydrogenase A chain (Homo sapiens), P00338 | purified LDHA, NADH/diaphorase-resazurin fluorescence; active compounds read low | activity change, % (values are at about 110 or 230 µM) | 480,000 compounds, 0.15% hits; in the data active = activity change below about -30%; inconclusive = mostly about -25% to -30%;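 also: plate controls were DMSO wells for no effect and wells without enzyme for full effect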
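Human LDH5 (2 nM) was incubated with 0.06 mM NADH and 0.2 mM pyruvate for 5 min at room temperature in Tris pH 7.4. Remaining NADH was coupled through diaphorase/resazurin, and resorufin fluorescence was read at 0 and 20 min.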
The depositor's hits bear a star; ? = inconclusive; . = no result given; & = joins results of further samples; [ ] = dose if it differs, or a comment. Unless noted, calls follow the shape of the dose curve; as a rule, active = well fitted curve in the direction sought with a large enough effect; inconclusive = small, poorly fitted or top-dose-only effect, or another doubt; inactive = no such curve, though single readings can be large; an effect the other way counts as inactive or inconclusive. This is a subset, so the mix of outcomes need not match the whole.

SMILES	Glioma ERSR ind	RGS4 inhibitor	Vif-A3G inh	Vif-APOBEC3F blk	D2 antag	ALOX12 inh	LDHA block	D2 agonist	ERG Ets-DNA blk
O=C(COC(=O)CN1C(=O)NC2(CCCC2)C1=O)Nc1c(Cl)cccc1C(F)(F)F	0%	-7%	4%	-8%	-4	-26%	-5	-0.1	4%
CCCCNC(=O)c1nn(-c2ccc(C)cc2)c(=O)n(C)c1=O	-3%	9%	-3%	-4%	.	-10%	-6	0.2	5%
Cc1ccc(CNC(=O)CCc2ccccc2)cc1	-2%	4%	4%	-12%	5	-1%	-5	0.0	12%
COc1ccc(N2CC(O)(c3ccc(F)cc3)[N+]3=C2CCCC3)cc1 (configuration not stated)	-5%	-1%	1%	-1%	14	-3%	-6	1.1	3%
CCOC(=O)COc1cccc(C2NC(=O)c3ccccc3O2)c1 (configuration not stated)	-9%	-12%	0%	-1%	4	6%	3	-1.0	6%
CC(NCc1ccccc1)c1ccccc1O (configuration not stated)	0%	-18%	0%	13%	-5	0%	-2	-0.1	-8%
CC1CN(Cc2nnc(-c3ccccc3)o2)CC(C)O1 (configuration not stated)	1%	-5%	0%	0%	2	-10%	-1	-0.3	-2%
CCCCNc1cc(N2CCN(C3CCCCC3)CC2)c2noc3c2c1C(=O)c1ccccc1-3	-3%	-1%	?	?	.	13%	12	0.3	-26%
O=C(/C=C/c1ccccc1)Nc1cccc(C(=O)NCCCc2ccccc2)c1	0%	11%	2%	10%	.	?	-2	.	-6%
Cc1ccc(-n2nc(CO)c(C(=O)NCc3ccccn3)n2)cc1C	3%	9%	-5%	2%	.	1%	5	-0.9	1%
COc1ccc(-c2noc(N3CCCC(C(=O)Nc4ccc(C(C)=O)cc4)C3)n2)cc1 (configuration not stated)	8%	6%	1%	2%	3	16%	-1	0.5	8%
COc1ccc(NC(=O)Nc2cccs2)cc1OC	-2%	-29%	0%	-4%	-6	?	-5	0.5	.
CCN(CC)S(=O)(=O)c1ccc(C)c(NC(=O)COc2ccc(Cl)cc2Br)c1	-3%	-9%	-3%	5%	-1	-19%	1	-1.1	-2%
CC(C)CN(C(=O)CSc1nncn1C)C1CCS(=O)(=O)C1 (configuration not stated)	-4%	-30%	0%	0%	-28	?	0	-1.1	8%
Cn1cc(-c2cc3n(n2)CCC(=O)N3CCCC(=O)NCc2ccccc2Cl)c2ccccc21	-3%	-19%	-4%	3%	.	-37%	1	-1.8	14%
C=CCOC(=O)C1=C(C)Nc2nnnn2C1c1cc(OC)ccc1OC (configuration not stated)	-1%	18%	-11%	0%	7	446%[activator]	-7	-2.2	-8%
CC1Cc2ccccc2N1S(=O)(=O)c1cccc(C(=O)N2CC(=O)Nc3ccccc32)c1 (configuration not stated)	-3%	1%	-13%	-19%	13	?	-4	-0.6	1%
N#C/C(=C\c1c(F)cccc1Cl)S(=O)(=O)c1ccccn1	-4%	7%	-5%	-11%	-4	-22%	-4	-0.1	1%
CCCCN(C=O)c1c(CC)nc2ccc(C(=O)N3CCN(C(C)=O)CC3)cn12	3%	.	0%	.	.	0%	-8	.	.
CCc1cc(Cn2nc(-c3ccccc3)cc2C(=O)NCc2cccc(C(F)(F)F)c2)on1	-6%	-35%	0%	0%	-3	?	0	1.0	-8%
CCc1nc(SCC(=O)Nc2ccc(F)cc2)c2c(=O)n(C)c(=O)n(C)c2n1	-5%	11%	0%	-7%	-3	1%	-3	-0.9	-2%
Nc1ncnc(Nc2cc(Cl)cc(Cl)c2)c1[N+](=O)[O-]	-1%	14%	0%	3%	11	-19%	-9	-0.1	0%
O=C1CSC(c2ccccc2Br)N1c1ccc(Cl)cn1 (configuration not stated)	-1%	-8%	-7%	3%	-11	2%	-3	-0.8	8%
Cn1c(=O)oc2cc(S(=O)(=O)N3CCC(C(=O)NCc4ccc(F)cc4)CC3)ccc21	-3%&-3%	-2%&0%	0%&-1%	0%&4%	3	0%&0%	-2&-3	0.2	-1%&3%
COc1ccc(NC(=O)CCC(=O)c2cccs2)cc1Cl	-2%	-10%	1%	7%	-13	99%[activator]	-4	0.6	1%
Cc1ccc2c(c1)C1(C(=O)N2C)N2CC3(C)CN1CC(C)(C2)C3=O (configuration not stated)	-5%	1%	0%	-6%	-3	24%	4	0.9	.
COc1ccc(S(=O)(=O)N(CC(=O)NCc2cccnc2)c2ccc(C)cc2)cc1OC	-7%	17%	4%	1%	-15	-23%	-6	0.2	-3%
CSc1nc2nc(-c3ccc(F)cc3)c(CCN3CCN(C)CC3)cn2n1	-2%	22%	0%	-27%	-6	3%	-10	0.5	6%
COc1cccc(C2CC(c3ccccc3Cl)n3ncnc3N2)c1 (configuration not stated)	-3%	10%	1%	-6%	-11	-25%	-8	-0.3	-7%
Cc1ccc(S(=O)(=O)CCC(=O)OCC(=O)N2CCN(S(=O)(=O)c3ccccc3)CC2)cc1	-4%	-23%	0%	-2%	14	1%	-1	-0.3	-3%
O=C(Nc1nc(-c2ccccc2)cs1)c1ccc(S(=O)(=O)N2CCc3ccccc32)cc1	-5%	6%	6%	4%	-5	?	-4	0.0	-1%
COc1ccccc1N1CCN(/N=C/C(Cl)=C/c2ccccc2)CC1	-2%	-25%	5%	-10%	-3	0%	0	-1.4	-4%
O=C(CC1NCCNC1=O)Nc1ccc([N+](=O)[O-])cc1 (configuration not stated)	2%	-22%	0%	1%	-2	2%	-6	-0.9	8%
COc1ccc(OC)c(NC(=O)Cn2c(=O)oc3ccccc32)c1	1%	-6%	-7%	1%	-3	0%	-6	-1.3	3%
CCN1CCN(C(=S)Nc2cccc([N+](=O)[O-])c2)CC1	-2%	-8%	-1%	5%	1	1%	-5	-0.5	-7%
CCOC(=O)C1CCN(C2CC(=O)N(c3cccc(Cl)c3)C2=O)CC1 (configuration not stated)	-2%	-11%	-3%	-9%	-17	-2%	-6	0.8	.
COc1cc(C(C(=O)NC2CCCC2)N(C(=O)c2ccco2)c2ccccc2C(C)=O)cc(OC)c1OC (configuration not stated)	-4%	8%	-1%	16%	-16	-9%	-2	-0.5	13%
COc1ccc(-n2nnc(-c3nc(-c4cccs4)no3)c2N)cc1	2%	6%	3%	-3%	.	-14%	0	0.9	0%
O=C1C(c2ccc(F)cc2)N(Cc2ccc3c(c2)OCO3)C(=O)CN1C1CCCC1 (configuration not stated)	-3%	-32%	-5%	-9%	7	-2%	1	-1.3	-5%
O=C(Nc1ccccc1)N1CCN(c2ccccn2)CC1	-1%	12%	1%	0%	-11	1%	-6	26	-7%
COc1ccc(S(=O)(=O)N/N=C/c2ccc(OCCN3CCOCC3)c(OC)c2)cc1	-1%	13%	-5%	-7%	17	3%	-4	-0.7	-3%
CC(C)(C)n1nnnc1C(c1cccs1)N(Cc1ccccc1)Cc1ccco1 (configuration not stated)	-3%	-27%	2%	0%	-4	36%[activator]	3	0.6	1%
Cc1cccc(CSCCNC(=O)CN(c2cc(C)cc(C)c2)S(C)(=O)=O)c1	-1%	0%	3%	-10%	-3	0%	1	-0.9	-4%
Cc1ccccc1N1CCN(c2ccccc2NC(=O)/C=C\C(=O)O)CC1	-1%	1%	-7%	3%	.	?	-6	.	13%
COc1ccc(S(=O)(=O)N2CCC(C(=O)NCc3ccncc3)CC2)cc1OC	1%	12%	0%	-3%	18	0%	-2	1.2	-20%
Cc1nc(-c2ccc(S(=O)(=O)Nc3ccc(Cl)c(C(F)(F)F)c3)cc2)co1	0%	11%	-15%	-4%	.	-8%	-5	0.8	1%
CC(=O)N(Cc1cccs1)Cc1cc2ccc(C)c(C)c2nc1Cl	-4%	-8%	7%	1%	-1	-16%	4	-0.1	-3%
COc1ccc(CCNCC(=O)Nc2ccc(C)c(Br)c2)cc1OC	-1%	1%	-1%	-5%	-7	?	-7	0.2	2%

Taken from above:
COc1ccc(S(=O)(=O)N/N=C/c2ccc(OCCN3CCOCC3)c(OC)c2)cc1 | LDHA block = -4
Cc1cccc(CSCCNC(=O)CN(c2cc(C)cc(C)c2)S(C)(=O)=O)c1 | Glioma ERSR ind = -1%
